# GRP78 ERSR act = qHTS for Inducers of the Endoplasmic Reticulum Stress Response (ERSR) in Human Glioma: qHTS; Potency, µM, for the others: at the highest dose activation, most hits filed as activators; U87-MG GRP78 promoter luciferase reporter, 16 h; AID 602332, 2012; actives 0.02% (n = 420,000); note: potency is the fitted concentration of half-maximal effect; series mostly up to about 76 µM; % of control where 0% means no effect; nearly all actives have a fitted effect of over 35% in size
#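 Stably transfected U87-MG human glioma cells carrying a GRP78-based luminescent sensor were seeded at 1000 cells/well, pin-dosed with compounds and incubated 16 h. Luciferase reagent was then added, and end-point luminescence was read after 10 min at room temperature.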
# USP1 inh = Inhibitors of USP1/UAF1: Primary Screen; actives 0.23% (n = 390,000); Ubiquitin carboxyl-terminal hydrolase 1 (Homo sapiens), O94782; Potency, µM (doses to about 57.1 µM), for the others: top-dose activity change, negative = inhibition, most hits filed as inhibitors; AID 743255, 2014; recombinant USP1/UAF1, Ub-Rhodamine cleavage fluorescence; note: potency is the fitted concentration of half-maximal effect; % is set by controls: 0 for no effect and ±100 for the full control effect; nearly all actives have a fitted effect of over 60% in size; inactives centre near -12
# Target sequence (O94782 whole entry, looked up): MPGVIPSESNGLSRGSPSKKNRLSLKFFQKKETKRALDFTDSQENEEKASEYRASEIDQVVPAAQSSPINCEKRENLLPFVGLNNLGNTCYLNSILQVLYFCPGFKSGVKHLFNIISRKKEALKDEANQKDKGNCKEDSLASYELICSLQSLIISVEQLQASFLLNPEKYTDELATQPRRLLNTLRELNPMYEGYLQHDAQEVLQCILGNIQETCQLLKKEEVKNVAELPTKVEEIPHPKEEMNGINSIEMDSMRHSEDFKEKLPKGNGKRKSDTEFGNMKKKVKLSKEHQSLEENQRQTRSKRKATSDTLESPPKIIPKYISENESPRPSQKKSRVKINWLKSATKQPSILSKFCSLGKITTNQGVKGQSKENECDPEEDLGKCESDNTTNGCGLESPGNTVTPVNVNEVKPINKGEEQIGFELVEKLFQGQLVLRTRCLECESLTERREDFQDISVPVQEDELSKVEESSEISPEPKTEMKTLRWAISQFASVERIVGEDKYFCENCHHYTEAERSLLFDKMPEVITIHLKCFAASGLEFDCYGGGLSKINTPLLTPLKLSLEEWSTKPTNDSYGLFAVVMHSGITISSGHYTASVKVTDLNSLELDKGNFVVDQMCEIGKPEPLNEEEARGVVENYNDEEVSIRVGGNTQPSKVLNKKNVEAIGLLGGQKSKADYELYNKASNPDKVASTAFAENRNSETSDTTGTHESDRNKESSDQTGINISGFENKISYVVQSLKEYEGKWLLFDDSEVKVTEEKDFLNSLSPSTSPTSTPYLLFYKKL
#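 High-throughput fluorogenic screen: 1nM USP1/UAF1 complex, Ub-Rho substrate 150nM final, 50mM HEPES pH 7.8 with 0.5mM EDTA, 0.1 mg/ml BSA, 1mM TCEP and 0.01% Tween-20.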
# LDHA block = qHTS assay for inhibitors of human lactate dehydrogenase. L-lactate dehydrogenase A chain (Homo sapiens), P00338. purified LDHA, NADH/diaphorase-resazurin fluorescence; hits give low values. activity change, % (values are at about 110 or 230 µM). actives 0.15% (n = 480,000). AID 1347041, 2019; in the data active = activity change below about -30%; inconclusive = mostly about -25% to -30%;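 note: plate controls were DMSO wells for no effect and wells without enzyme for full effect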
#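 Resorufin fluorescence (ex540/em590), read at 0 and 20 min after diaphorase/resazurin addition, reports the NADH left after a 5 min room-temperature reaction of 2 nM human LDH5 with 0.06 mM NADH and 0.2 mM pyruvate.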
# PI4K2A block = qHTS for small molecular inhibitors of PI4K2A. activity change, negative = inhibition, % at 76.9 µM. purified PI4K2A, ADP-Glo luminescence, 1 h; hits give low values. actives 0.13% (n = 420,000). Phosphatidylinositol 4-kinase type 2-alpha (Homo sapiens), Q9BTU6; in the data active = activity change below about -50%; inconclusive = mostly about -30% to -49%;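 note: -100% = wells without enzyme as full effect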
#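 Compounds are screened against recombinant PI4K2A using PI as substrate and ATP, the latter dispensed at 300 microM. Reactions run one hour at ambient temperature before ADP-Glo detection; full inhibition defined by wells lacking enzyme.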
# Vif-A3F inh = qHTS for Inhibitors of Vif-A3F Interactions: qHTS; HeLa A3F-eYFP + Vif (tagged APOBEC3F with the HIV-1 protein that degrades it), YFP fluorescence increase; Potency, µM (doses to about 46.1 µM), for inactives: top-dose activity, negative = active; actives 0.2% (n = 390,000); note: potency is the fitted concentration of half-maximal effect; % of control where 0% means no effect; nearly all actives have a fitted effect of over 65% in size
#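 HeLa cells stably expressing Vif plus C-terminally eYFP-tagged A3F were seeded, incubated overnight at 37 deg C, dosed with compound, incubated overnight again at 37 deg C. Yellow fluorescence (Ex 488/Em 500-530) reported blocked Vif-mediated A3F-eYFP degradation.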
# TrxR1 substrate = qHTS Assay for Substrates of Mammalian Selenoprotein Thioredoxin Reductase 1 (TrxR1): qHTS | Thioredoxin reductase 1, cytoplasmic (Rattus norvegicus), O89049 | purified TrxR1 substrate turnover, NADPH consumption readout | Potency, µM (doses to about 114 µM), inactives show top-dose activity change, negative = substrate turnover | actives 0.01% (n = 390,000) | AID 588456, 2011; note: potency is the fitted concentration of half-maximal effect; % is set by controls: 0 for no effect and ±100 for the full control effect; nearly all actives have a fitted effect of over 50% in size
#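 Rat TrxR1, dispensed at 90 nM, was prereduced with 400 uM NADPH (final) for 5 min at ~22 deg C, then incubated with compound 15 min before 400 uM selenite. A first-read NADPH fluorescence drop versus no-compound background flagged substrates.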
# mIDH1 inhibitor = qHTS for Inhibitors of mutant isocitrate dehydrogenase 1 (IDH1): qHTS; Isocitrate dehydrogenase [NADP] cytoplasmic (Homo sapiens), O75874; IDH1-R132H enzyme, NADPH consumption, diaphorase/resazurin fluorescence; Potency, µM (top dose mostly 76.6 µM), inactives show at the top dose activity change, negative = inhibition, hits mostly inhibitors; actives 0.093% (n = 390,000); AID 602179, 2012; note: potency is the fitted concentration of half-maximal effect; % is set by controls: 0 for no effect and ±100 for the full control effect; nearly all actives have a fitted effect of over 65% in size
#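 IDH1-R132H (0.5 ug/mL) preincubated 30 min with compound, then NADPH (0.016 mM) and alpha-KG (2 mM) added; 80 min at RT, pH 7.5. Remaining NADPH coupled via diaphorase/resazurin to fluorescence (540/590 nm); concentration-response curves normalized to no-enzyme control.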
# Vif-APOBEC3G blk = qHTS for Inhibitors of Vif-A3G Interactions: qHTS | DNA dC->dU-editing enzyme APOBEC-3G (Homo sapiens), Q9HC16 | HeLa A3G-eYFP + Vif (tagged APOBEC3G with the HIV-1 protein that degrades it), YFP fluorescence, overnight | actives 0.076% (n = 410,000) | Potency, µM (highest dose often 46.1 µM), inactives show at the highest dose activity, negative = active, actives largely listed as inhibitors;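 note: potency is the fitted concentration of half-maximal effect; % is set by controls: 0 for no effect and ±100 for the full control effect; nearly all actives have a fitted effect of over 60% in size; hits raise eYFP signal because A3G escapes Vif-driven loss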
#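 Read-out is eYFP fluorescence (Ex 488/Em 500-530) from Vif-expressing HeLa A3G-eYFP cells; more signal means A3G escaped Vif-mediated degradation. Cells plated overnight, compound pinned in, incubated overnight at 37 deg C.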
# RXFP1 agonist = qHTS Assay for Agonists of the Relaxin Receptor RXFP1; Potency, µM (titrated, usually from 57.5 µM), for the others: top-dose activation, most hits filed as activators; HEK293T-RXFP1 cAMP TR-FRET, 30 min; response scale: percent of porcine relaxin response, buffer zero; actives 0.3% (n = 370,000); Relaxin receptor 1 (Homo sapiens), Q9HBX9; note: potency is the fitted concentration of half-maximal effect; % is set by controls: 0 for no effect and ±100 for the full control effect; nearly all actives have a fitted effect of over 60% in size; many of its hits are not listed in these tables
#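 HEK293 cells stably expressing RXFP1, treated 30 min at 37C with compounds plus PDE4 inhibitor Ro 20174; cAMP measured by HTRF TR-FRET. Normalized to buffer and 29 nM porcine relaxin; EC50 by Hill fit.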
# * hit, by the source's call; ? = inconclusive; / = not tested or not shown; [ ] = remark or other dose. Unless noted, calls come from the whole dose curve; as a rule, active = well fitted curve in the direction sought with a large enough effect; inconclusive = small, poorly fitted or top-dose-only effect, or another doubt; inactive = no such curve, though single readings can be large; an effect the other way counts as inactive or inconclusive. An excerpt; rates above refer to the full screens.
No.	SMILES	GRP78 ERSR act	USP1 inh	LDHA block	PI4K2A block	Vif-A3F inh	TrxR1 substrate	mIDH1 inhibitor	Vif-APOBEC3G blk	RXFP1 agonist
1	CC[C@H](C)[C@H]1CNC(=O)C(=O)N1CC1CCN(CCCc2ccc(OC)c(OC)c2)CC1	-1%	?	-10	-3	-7%	0%	-9%	0%	/
2	Cc1cc(SCC(=O)c2cc(C)n(C)c2C)nc2ccccc12	-1%	-3%	-5	-5	-5%	-10%	1%	-6%	-2.3%
3	Cc1c(Cc2ccccc2)sc(/N=C/c2c(O)ccc3ccccc23)c1C(N)=O	-4%	?	14	-1	8.9µM*	-7%	18%	-28%	9.2%
4	Cc1oc(-c2ccccc2F)nc1CS(=O)CC(=O)NCc1ccc(F)cc1 (stereo not drawn)	-2%	-24%	-2	-3	-5%	-6%[57.1 µM]	0%	0%	-1.7%
5	COc1ccc(NC(=O)c2cc(C3CCCCN3C(=O)c3cccs3)on2)c(C)c1 (stereo not drawn)	-3%	/	-4	1	/	/	/	-1%	/
6	Cc1ccc(OCC(=O)N2CCN(S(=O)(=O)c3ccc4c(c3)OCCO4)CC2)c(C)c1	-4%	-20%	-2	4	7%	-8%	-2%	0%	0.7%
7	CCCC(C)NC(=O)CSc1nc(-c2ccccc2)cn1N (stereo not drawn)	1%	-12%	-7	1	0%	-4%[57.1 µM]	2%	7%	-1.7%
8	CN(C)S(=O)(=O)N1CCN(S(=O)(=O)c2ccccc2)CC1	-3%	-25%	-6	3	4%	4%	0%	1%	-0.2%
9	CC(=O)N1CCN(CC(=O)c2ccc(Br)cc2)CC1	-9%	-10%	1	9	-9%	-8%	0%	-3%	0.4%
10	CCC(C)C(NC(=O)c1ccccc1NC(=O)c1ccccc1)C(=O)N1CCOCC1 (stereo not drawn)	-3%	-18%	-4	-1	3%	-6%	7%	4%	1.3%
11	COc1cccc(NC(=O)COC(=O)COc2cccc3c2OC(C)(C)C3)c1	-3%	-17%	-7	2	1%	-6%	6%	0%	0.7%
12	COCCOC(=O)c1cc(C(=O)c2cc(F)ccc2O)coc1=N	-1%	-10%	0	-3	/	47%[activator]	-4%	-14%	7.6%
13	COc1ccc(CNC(=O)C2CCN(S(=O)(=O)c3c(C)noc3/C=C/N(C)C)CC2)cc1	-4%	-10%	-2	-2	?	-21%	-7%	-5%	-1.5%
14	C=CCn1nc(-c2ccccc2)cc1C(=O)OCC	-2%	28%	-12	-5	6%	9%[57.1 µM]	-7%	-2%	/
15	CCOc1ccccc1C(=O)Nc1cccc(-c2ccc(N3CCOCC3)nn2)c1	-4%	-9%	-7	-3	-9%	-4%	3%	-5%	0.0%
16	CC1(C)C2CC[C@]3(C)C(CC=C4[C@@H]5C[C@@](C)(CO)[C@@H](O)C[C@]56C[C@@H](OC6=O)[C@]43C)[C@@]2(C)CC[C@@H]1O (stereo partly drawn)	0%	10%	1	-5	7%	-5%	-6%	0%	/
17	COc1ccccc1P(=O)(Cc1ccccc1[N+](=O)[O-])c1ccccc1 (stereo not drawn)	-2%	-10%	-5	1	-7%	-2%	-12%	-20%	5.2%
18	COC(=O)c1ccccc1N=Nc1c(C)n[nH]c1C	-4%	-23%	-1	-4	6%	-9%	13%	-4%	-1.5%
19	O=C(O)COc1ccc(/C=N/NC(=O)C2CCCN2S(=O)(=O)c2ccc(Cl)cc2)cc1 (stereo not drawn)	-4%	-7%	-2	-2	2%	2%[57.1 µM]	0%	-1%	3.7%
20	O=C(NC1(C(F)(F)F)N=C(c2ccccc2)N(C2CCCCC2)C1=O)c1ccc(F)cc1 (stereo not drawn)	-2%	-31%	-2	-2	5%	-6%	1%	-4%	-0.8%

# Single records, as listed above.
# COc1cccc(NC(=O)COC(=O)COc2cccc3c2OC(C)(C)C3)c1 reads GRP78 ERSR act: -3%; USP1 inh: -17%; LDHA block: -7; PI4K2A block: 2; Vif-A3F inh: 1%; TrxR1 substrate: -6%; mIDH1 inhibitor: 6%; Vif-APOBEC3G blk: 0%; RXFP1 agonist: 0.7%
# COc1ccccc1P(=O)(Cc1ccccc1[N+](=O)[O-])c1ccccc1 (stereo not drawn) reads GRP78 ERSR act: -2%; USP1 inh: -10%; LDHA block: -5; PI4K2A block: 1; Vif-A3F inh: -7%; TrxR1 substrate: -2%; mIDH1 inhibitor: -12%; Vif-APOBEC3G blk: -20%; RXFP1 agonist: 5.2%
# O=C(NC1(C(F)(F)F)N=C(c2ccccc2)N(C2CCCCC2)C1=O)c1ccc(F)cc1 (stereo not drawn) reads GRP78 ERSR act: -2%; USP1 inh: -31%; LDHA block: -2; PI4K2A block: -2; Vif-A3F inh: 5%; TrxR1 substrate: -6%; mIDH1 inhibitor: 1%; Vif-APOBEC3G blk: -4%; RXFP1 agonist: -0.8%

# Continuation.
No.	SMILES	GRP78 ERSR act	USP1 inh	LDHA block	PI4K2A block	Vif-A3F inh	TrxR1 substrate	mIDH1 inhibitor	Vif-APOBEC3G blk	RXFP1 agonist
21	CCOc1ccc(/C=N/Nc2ccc(Cl)nn2)c(O)c1	2%	0%	-11	1	-14%	-1%[57.1 µM]	-7%	-2%	0.3%
22	COc1cc(/C=C2/C(=N)N3C=CSC3=NC2=O)ccc1OCCCOc1c(C)cccc1C	2%	?	-8	13	-8%	7%	7%	1%	-2.0%
23	N#Cc1nc(-c2cccc3ccccc23)oc1N1CCCCC1	2%	-5%	2	1	1%	5%	-2%	-1%	2.9%
24	O=C(CSc1cccc2cccnc12)N/N=C/c1ccc(O)cc1	5%	0%	-4	-5	-5%	2%	3%	-6%	2.9%
25	O=C(c1cc(-c2ccccc2)n[nH]1)N1CCN(S(=O)(=O)c2ccccc2)CC1	2%	?	-1	-2	1%	2%	-3%	-8%	5.5%
26	CCN(CC)C(=O)c1c(-c2ccccc2)c(-c2ccccc2)nn(CC)c1=O	-2%	-1%	-1	-8	5%	-3%	11%	2%	1.6%
27	CC1CN(C(=O)c2cc3cc(Cl)cc(Cl)c3oc2=O)CC(C)O1 (stereo not drawn)	-5%	-18%	0	-13	-1%	-4%[57.1 µM]	9%	3%	-1.7%
28	CCOC(=O)C1=C(C)NC(=O)N(C(C)=O)C1c1ccc(Cl)cc1 (stereo not drawn)	-4%	-16%	2	-2	2%	2%	5%	-2%	-0.1%
29	Cc1ccccc1N1CCN(C(=S)c2ccc(-c3cccc([N+](=O)[O-])c3)o2)CC1	-1%	1%	-2	2	10%	-8%	-1%	0%	2.8%
30	Cc1ccc(N(CC(=O)NCc2ccccn2)S(=O)(=O)c2ccccc2)cc1C	-5%	7%	-11	4	-8%	2%	0%	0%	0.3%
31	CC1CCCN(C(=O)CCNS(=O)(=O)c2ccc(Br)cc2)C1 (stereo not drawn)	-2%	1%	-4	3	-16%	-9%	-4%	0%	0.6%
32	COc1cc(/C=N/Nc2cccc3cccnc23)cc(OC)c1O	?	-16%	9	2	-13%	-7%	-4%	?	0.7%
33	CCc1nnc(SC(C)C(=O)Nc2nccs2)n1C (stereo not drawn)	-2%	-11%	-8	1	0%	5%	2%	1%	0.5%
34	COc1ccccc1C(=O)NCCSc1c(C)[nH]c2ccccc12	-7%	-13%	-8	3	-9%	-5%	8%	-1%	-1.8%
35	CN(C)Cc1c(C(=O)N/N=C/CCc2ccccc2)nnn1-c1nonc1N	-5%	-7%	-8	1	-4%	4%[0.457 µM]	4%	0%	0.1%
36	COc1cc(Cl)c(C)cc1NC(=O)CC(c1ccc(F)cc1)N1Cc2ccccc2C1=O (stereo not drawn)	-2%	9%	2	-6	-2%	4%	31%	-2%	2.2%
37	COc1ccc([C@H]2CC(=O)C=C(c3cccc(C(F)(F)F)c3)C2)cc1	0%	1%	-2	0	0%	-9%	-6%	0%	-0.1%
38	CC(=O)NC(CC(=O)NCC(c1ccco1)N(C)C)c1ccccc1 (stereo not drawn)	-1%	-3%	-5	-12	-15%	1%	0%	2%	0.2%
39	Cc1nn(-c2ccccc2)c(C)c1/C=N/NC(=O)c1cc(C23CC4CC(CC(C4)C2)C3)[nH]n1	-3%	-10%	-1	-6	6%	-4%	-1%	-2%	-1.0%
